# Runt-CBFb FRET: blocks binding of human RUNX1 Runt domain to CBFb | inhibition, % at 20 µM | AID 1496 | hit rate 0.46% among 220,000 | Q01196+Q13951 | Cerulean-Runt/Venus-CBFb FRET ratio 530/480, 1 h;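 active = inhibition over about 50% at 20 µM in the single-dose screen, limit read from the data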;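 also: 0% = DMSO wells and 100% = excess unlabeled CBFb competitor control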
#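 test system = Cerulean-tagged RUNX1 Runt domain (FRET donor) fusion protein | reagent = Venus-CBFb binding partner, 100 nM | incubation = protein complex preformed 1 h, compound exposure 1 h, room temperature, dark | detection = FRET fluorescence | read-out basis = loss of energy transfer signal | controls = 5 µM unlabeled CBFb as full-inhibition high control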
# FXIa inh 1536: blocks human coagulation factor XIa protease activity | P03951 | purified FXIa, Boc-Glu-Ala-Arg-AMC fluorogenic substrate | inhibition, % at 5 µM | hit rate 0.14% among 220,000 | AID 798;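 active = inhibition of at least 40%; inactive = inhibition below 40%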;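 also: fluorescence of freed AMC excited at 355 nm; 0% = enzyme without compound and 100% = no enzyme blank; many of its hits are not listed in these tables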
# Wee1 stabilizer: blocks degradation of human Wee1 kinase; hit rate 1.2% among 220,000; P30291; HeLa Luc-Wee1K328M stability, luciferase luminescence; 100% = proteasome inhibitor MG132 effect; reporter increase, % at 5 µM; AID 1321;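 active = activation above the mean of all tested compounds plus 3 SD, set per screening run, cut at about 8.8% in these data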;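 also: cells exposed to compound for 20 h before luminescence read; 0% = DMSO alone and 100% = MG132 at 30 µM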
# Runt-SMMHC FRET: blocks binding of human RUNX1 Runt domain to CBFb-SMMHC. hit rate 0.74% among 220,000. Q01196+Q13951. Cerulean-Runt/Venus-CBFb-SMMHC FRET ratio 530/480, 1 h. inhibition, % at 20 µM. AID 1434;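 active = mean inhibition across duplicate retests at 20 µM reaching about 50%, limit read from the data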;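 also: 0% = DMSO wells and 100% = wells with excess untagged CBFb-SMMHC; inhibitors lower the FRET ratio by blocking Runt binding to CBFb-SMMHC; some results filed as inactive read as strong as hits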
# Thrombin inh: blocks human thrombin protease activity. P00734. alpha-thrombin, Boc-VPR-AMC fluorogenic substrate cleavage. inhibition, % at 5 µM. hit rate 0.26% among 220,000;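 active = inhibition at or above 40%; inactive = inhibition below 40%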;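 also: 0% = enzyme with no compound and 100% = wells without enzyme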
#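 Material: Human alpha-thrombin protein | Buffer or medium: pH 7.5 Tris-saline with Tween 20 | Reagent: Boc-VPR-AMC substrate, 15 µM final | Schedule: Reaction at ambient temperature | Detection: AMC fluorescence at 355 nm excitation and 460 nm emission | Evaluation: Percent inhibition scaled between no-compound controls and no-enzyme blanks | Controls: no-compound enzyme wells and no-enzyme blanks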
# FXIIa inh: inhibitors of human coagulation factor XIIa. purified FXIIa, Boc-QGR-AMC fluorogenic substrate, 2 h. inhibition, % at 5 µM. P00748. hit rate 0.3% among 220,000; in the data active = inhibition above about 40%;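 also: 0% = enzyme with no compound and 100% = blank without enzyme; many of its hits are not listed in these tables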
# Target sequence (P00748 20-372 limits assumed): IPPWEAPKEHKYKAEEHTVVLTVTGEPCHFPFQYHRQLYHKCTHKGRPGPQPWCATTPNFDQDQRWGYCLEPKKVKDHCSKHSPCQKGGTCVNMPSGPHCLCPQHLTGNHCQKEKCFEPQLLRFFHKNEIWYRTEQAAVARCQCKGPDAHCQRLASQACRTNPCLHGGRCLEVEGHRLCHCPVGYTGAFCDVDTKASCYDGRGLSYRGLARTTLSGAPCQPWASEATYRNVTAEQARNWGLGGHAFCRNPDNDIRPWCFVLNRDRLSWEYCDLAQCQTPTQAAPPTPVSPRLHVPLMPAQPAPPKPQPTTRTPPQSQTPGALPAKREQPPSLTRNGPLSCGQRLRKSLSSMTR
# Target sequence (P00748 373-615 limits assumed): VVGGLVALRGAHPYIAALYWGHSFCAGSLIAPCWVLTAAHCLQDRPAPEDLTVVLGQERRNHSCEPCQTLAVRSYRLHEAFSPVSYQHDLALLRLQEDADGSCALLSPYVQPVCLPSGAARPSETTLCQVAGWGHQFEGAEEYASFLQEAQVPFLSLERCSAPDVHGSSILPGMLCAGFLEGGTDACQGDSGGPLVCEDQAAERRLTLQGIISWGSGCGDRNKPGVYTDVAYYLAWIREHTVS
# Hck-Nef inh: human Hck-Nef kinase inhibition; AID 463187; Recombinant Hck-YEEI plus Nef, Z-Lyte FRET kinase assay; inhibition, % at 20 µM; hit rate 0.68% among 220,000;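 active = Hck-Nef kinase inhibition above about 50%, limit read from the data; inactive = inhibition below that limit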;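 also: 0% = DMSO with Hck plus Nef and 100% = Hck alone without Nef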
# KLK5 inh: blocks human kallikrein 5 protease activity | inhibition, % at 5 µM | AID 873 | recombinant hK5, fluorogenic AMC substrate cleavage | hit rate 0.59% among 210,000 | Q9Y337;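 active = inhibition of 40% or more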;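 also: 0% = enzyme controls without compound and 100% = no-enzyme blanks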
# Target sequence (Q9Y337 67-293 limits assumed): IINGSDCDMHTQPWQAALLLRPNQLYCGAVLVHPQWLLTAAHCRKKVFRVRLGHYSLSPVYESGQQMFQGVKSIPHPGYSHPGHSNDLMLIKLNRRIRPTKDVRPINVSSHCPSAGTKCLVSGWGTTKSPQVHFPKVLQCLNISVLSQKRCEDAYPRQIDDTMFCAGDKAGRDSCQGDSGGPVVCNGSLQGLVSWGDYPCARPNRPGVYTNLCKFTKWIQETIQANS
# 14-3-3 Bad PPI: disrupts binding of bovine 14-3-3 zeta to phospho-Bad peptide; TR-FRET 14-3-3zeta/Dy647-pBad peptide displacement, 1 h; P63103; hit rate 0.71% among 220,000; inhibition, % at 21.7 µM;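 active = inhibition above about 70%, limit read from the data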;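 also: 0% = full 14-3-3 plus peptide FRET controls and 100% = background without 14-3-3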
# Target sequence (P63103 whole entry, looked up): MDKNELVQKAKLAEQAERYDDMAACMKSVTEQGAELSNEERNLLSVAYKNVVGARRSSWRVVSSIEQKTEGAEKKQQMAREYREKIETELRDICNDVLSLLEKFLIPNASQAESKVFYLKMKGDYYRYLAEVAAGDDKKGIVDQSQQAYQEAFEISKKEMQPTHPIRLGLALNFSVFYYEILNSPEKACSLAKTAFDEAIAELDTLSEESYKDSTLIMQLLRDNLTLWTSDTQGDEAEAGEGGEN
# Numbers without * were called inactive; . = not tested or not shown; [ ] = dose if it differs, or a comment. Not a hit list, and some 4.2% of all compounds hit somewhere here.
Runt-CBFb FRET,FXIa inh 1536,Wee1 stabilizer,Runt-SMMHC FRET,Thrombin inh,FXIIa inh,Hck-Nef inh,KLK5 inh,14-3-3 Bad PPI,Compound
0,0,-2,2,-6,5,1,-5,1,Cc1ccc(C)c(NC(=O)COc2cccc3c2CCN(Cc2ccccc2C)C3=O)c1
-4,6,4,-130,5,19,0,-2,5,COc1ccccc1NC(=O)CN1CCN(S(=O)(=O)c2ccc(Br)cc2)CC1
-4,-1,-1,4,-6,9,1,9,-7,COC(=O)CCN(c1ccccc1)S(=O)(=O)c1ccc(OC)cc1
-3,-1,7,-1,6,10,3,3,-1,O=C(CCC1CCCCC1=O)c1ccccc1 (stereo not drawn)
-6,7,-2,0,1,14,2,-9,-1,CCOC(=O)N1CCN(S(=O)(=O)c2ccc(F)c(C(=O)Nc3cccc(Cl)c3C)c2)CC1
0,2,-1,-2,-2,8,12,1,-1,O=C(O)c1nccnc1C(=O)Nc1ccccc1N1CCOCC1
-4,22,8,2,0,18,0,-1,14,COc1ccc2sc(NC(=O)CC(C)C)nc2c1
-4,-6,4,-4,-1,-1,17,-14,-13,CCOc1ccccc1NC(=O)C(NCC1CCCCC1)c1ccccc1 (stereo not drawn)
3,-4,1,-1,-3,-5,0,4,22,CCSc1nnc(C)n1-c1ccc(C(=O)O)cc1
-1,2,1,-7,7,14,6,25,-20,CC(Oc1ccccc1)C(=O)N1CCN=C1SCc1ccccc1 (stereo not drawn)
2,4,0,-2,0,8,2,15,5,CCCCNC(=O)c1cc([N+](=O)[O-])[nH]n1
2,6,-2,4,-1,16,8,3,-4,CS(=O)(=O)N(CC(=O)NCc1ccc2c(c1)OCO2)Cc1ccc(Cl)cc1
2,-4,-2,-1,-2,5,13,0,-3,Cc1nnc(SCC(=O)Nc2ccccc2F)n1Cc1ccco1
-2,-1,1,69,5,5,-8,-7,-15,COc1ccc(-c2nnn(CC(=O)N(CC(=O)NC3CCCC3)c3ccccc3)n2)cc1OC
7,3,-2,10,2,13,4,-4,-4,Cc1scc(-c2n[nH]c(=S)n2C(C)c2ccccc2)c1C (stereo not drawn)
3,-3,-3,-4,-5,5,3,-5,-6,Cc1ccccc1C(=O)NN1C(=O)CSC1=S
0,-4,3,-8,-4,5,1,-10,-3,O=C(Nc1ccccc1)OCC1CCCN2CCCCC12 (stereo not drawn)
-2,39,2,-2,56*,32,-53,32,-5,C/C(=N\Nc1ccc(Cl)c(C(=O)O)c1)c1cccc([N+](=O)[O-])c1
8,-1,-2,-46,-4,10,23,19,-10,COc1ccc2oc(=O)c(C(=O)C[n+]3cccc(C)c3)cc2c1
-2,5,-2,0,-8,7,-2,-6,-6,COC(=O)Nc1ccc(S(=O)(=O)N2CCCc3ccccc32)cc1
3,-1,0,-2,-4,11,14,-1,0,O=C1C(Cc2ccc3[nH]ccc3c2)NC(=S)N1c1ccccc1 (stereo not drawn)
1,-1,1,1,-7,6,7,-3,10,CN(C)S(=O)(=O)c1ccc(C(=O)OCC(=O)c2ccc3c(c2)NC(=O)CO3)cc1
0,-4,-1,-7,0,5,2,7,-16,CCOC(=O)c1sc(=S)n(-c2ccc(C)cc2)c1SC
0,10,-2,-3,7,18,-2,4,65,COc1cc(/C=N/NC(=O)c2cc3ccccc3cc2O)ccc1OCCN1CCCCC1
9,-6,10*,10,-4,-4,27,-12,1,COC(=O)CC1C(=O)NCCN1C(=S)NC(=O)c1sc2ccccc2c1Cl (stereo not drawn)
0,-1,2,5,-2,9,19,2,-19,Cc1cc2nc(C3CCN(C(=S)NCCCOC(C)C)CC3)[nH]c2cc1C
22,7,2,29,14,6,3,20,-7,O=C1Nc2ccc(S(=O)(=O)NCc3ccccn3)c3cccc1c23
-2,-5,-1,-6,-5,1,7,-14,-20,Cc1nn(C)c(C)c1CNC(=O)c1cc2n(n1)C(C(F)(F)F)CC(c1cccs1)N2 (stereo not drawn)
1,-2,-4,1,1,7,23,-1,0,COc1ccc(CNC(=O)COc2ccc(C)nc2[N+](=O)[O-])cc1
-3,3,-2,-11,-4,10,3,-15,-6,COc1cccc(C2=NCCc3cc4c(cc32)OCO4)c1OC
3,9,-1,2,4,11,0,0,-3,Cn1c(C(=O)NCCCN2CCCC2=O)cc2c(=O)n(C)c3ccccc3c21
0,-8,6,-1,1,-5,1,-14,-15,Cn1c(-c2ccc3c(c2)OCO3)cnc1N
-5,6,1,-8,-2,9,-2,-1,.,O=C(CC1=NCCNC(c2ccccc2)C1)c1ccccc1O (stereo not drawn)
2,-1,-1,-2,-2,12,1,-12,2,CNC(=S)NCCc1ccc(OC)c(OC)c1
0,1,0,0,-3,9,0,14,11,CC(C)OCCCNC(=O)c1ccc(N(C)S(C)(=O)=O)cc1
8,2,-2,4,-1,7,3,-4,2,Cc1nc2ccc(C(=O)O)cc2c2c1CC(C)S2 (stereo not drawn)
2,-1,-1,-2,-5,3,1,-11,7,CCOC(=O)C1(c2csc(N)n2)COC(=O)C1 (stereo not drawn)
4,-6,3,5,8,7,8,38,.,C=CCOC(=O)C1=C(C)NC(SCC(=O)N(CC)CC)=C(C#N)C1c1ccco1 (stereo not drawn)
0,-3,1,1,-10,6,20,4,-11,Cc1cc(C)nc(N/N=C/c2ccc3c(c2)OCCO3)n1
-4,8,-1,-2,-1,14,-13,2,9,COC(=O)c1cc(C(=O)OC)n(Cc2ccc(C)cc2)c1C
0,12,1,0,45*,18,4,129*,-10,COc1ccc(-c2nn3cnnc3s2)cc1OC
1,10,5,6,-6,13,3,-12,-7,NC(=O)c1ccccc1N=Cc1ccc2ccccc2c1
3,-4,3,-4,0,0,12,-8,-10,Cc1cc(C)nc(N/N=C/c2sccc2C)n1
1,-6,-2,3,0,-7,1,4,-6[fluorescence artefact?],O=C(NCCCn1ccnc1)c1cn(-c2ccccc2)nc1-c1ccccc1
0,-1,-2,-2,-2,8,-4,.,-5,C=C(C)CNC(=S)N1CCN(C(c2ccccc2)c2ccccc2)CC1
2,6,3,-3,2,17,1,-1,-1,O=C(COC(=O)Cn1cnc2ccccc21)NCCc1ccccc1
2,-3,-2,4,-10,8,17,1,-10,CCC(=O)Nc1ccc2c(c1)nc(CN1CCCCC1)n2C
0,1,-2,-2,-1,5,-1,-11,-6,CCOC(=O)C(=CNc1ccc(C#N)cc1)C(=O)OCC

# 3 of these compounds, reformatted:
structure: C=C(C)CNC(=S)N1CCN(C(c2ccccc2)c2ccccc2)CC1
  Runt-CBFb FRET = 0	FXIa inh 1536 = -1	Wee1 stabilizer = -2	Runt-SMMHC FRET = -2	Thrombin inh = -2	FXIIa inh = 8	Hck-Nef inh = -4	KLK5 inh = .	14-3-3 Bad PPI = -5
structure: O=C(COC(=O)Cn1cnc2ccccc21)NCCc1ccccc1
  Runt-CBFb FRET = 2	FXIa inh 1536 = 6	Wee1 stabilizer = 3	Runt-SMMHC FRET = -3	Thrombin inh = 2	FXIIa inh = 17	Hck-Nef inh = 1	KLK5 inh = -1	14-3-3 Bad PPI = -1
structure: CCC(=O)Nc1ccc2c(c1)nc(CN1CCCCC1)n2C
  Runt-CBFb FRET = 2	FXIa inh 1536 = -3	Wee1 stabilizer = -2	Runt-SMMHC FRET = 4	Thrombin inh = -10	FXIIa inh = 8	Hck-Nef inh = 17	KLK5 inh = 1	14-3-3 Bad PPI = -10

# Continued:
Runt-CBFb FRET,FXIa inh 1536,Wee1 stabilizer,Runt-SMMHC FRET,Thrombin inh,FXIIa inh,Hck-Nef inh,KLK5 inh,14-3-3 Bad PPI,Compound
10,-2,-2,26,-2,14,2,-2,-4,CCC(Sc1nc(C)cc(C)n1)C(=O)NC1=NN=C(c2ccc(C)cc2)CS1 (stereo not drawn)
-3,12,0,3,-5,13,7,-20,-12,Cc1c(-c2ccccc2)oc2c(C(=O)OCC(=O)Nc3ccc(C(N)=O)cc3)cccc2c1=O
1,0,-1,-1,-14,7,3,-10,6,O=C(COC(=O)c1ccc(Cl)nc1)NCc1ccc2c(c1)OCO2
-2,9,-1,0,-4,9,6,-17,5,COc1cc(/C=N/NC(N)=O)ccc1OCC(=O)Nc1ccc(C)c(C)c1
3,5,4,1,-3,-10,1,0,-1,COC(=O)Cc1c(C)nc2nc(Cc3ccccc3)[nH]n2c1=O
-8,-7,2,5,-2,-10,16,2,37,COC(=O)c1ccc(CSc2nc3c(cnn3-c3ccc(F)cc3)c(=O)[nH]2)o1
-3,-2,-1,2,-4,7,0,4,8[fluorescence artefact?],CC(C)CCOCC1CC2(CC(C)(c3csc(N)n3)OC2=O)C(=O)O1 (stereo not drawn)
24,-1,-4,45,-2,4,21,2,5,CC(C)c1nc(SCC(=O)c2ccc(F)cc2)c2ccccc2n1
2,-4,-2,4,-8,5,3,-21,-14,COC(C#CCCN(C)C)(c1ccccc1)c1ccccc1
0,-1,-2,3,-8,6,9,-12,-3,CCOC(=O)CNC(=O)c1sc(NC(=O)c2ccccc2)nc1C
-6,-6,0,-5,-8,-4,14,-15,-11,Cc1ccc(NC(=O)c2cc(C(=O)c3cc(Cl)ccc3O)cn(-c3ccc(C)cc3)c2=O)cc1
.,1,-1,0,0,15,1,0,-9,Cc1c(-c2ccccc2)nc(N)c(C#N)c1-c1cccs1
-6,7,0,-8,1,13,0,-19,9,CC(=O)N(/N=C1\Sc2ccccc2C1=O)c1ccccc1
0,-4,2,0,-13,4,18,-4,-14,CNC(=O)CN1C(=O)NC(Cc2c[nH]c3ccccc23)C1=O (stereo not drawn)
0,4,1,3,1,20,1,-6,0,Cc1cccc(-c2nnn(CC/C(N)=N/O)n2)c1
-124,3,-2,0,-2,16,0,-3,6,Cc1cccc(NC(=O)Cn2cnc3ccc(S(=O)(=O)N4CCC(C)CC4)cc3c2=O)n1
0,10,2,1,-4,13,10,-1,4,COc1ccc(N2CC(C(=O)N/N=C/c3ccc(C)cc3)CC2=O)cc1 (stereo not drawn)
1,6,-2,1,3,14,25,3,51,CCn1c(=NC(=O)COc2ccccc2)sc2cccc(F)c21
-1,-15,0,-2,-5,-10,2,9,-15,CCN1C(=O)c2ccc(C(=O)O)cc2C1=O
-1,1,-2,0,0,11,19,0,0,NC(N)=N/N=C/c1ccc(Cl)cc1Cl
-3,13,-2,-3,3,9,7,4,5,CCc1nc2ccccc2nc1N1CCN(S(=O)(=O)c2ccc(Cl)cc2)CC1
0,0,-1,-1,-3,4,21,3,-3,Cc1ncc([N+](=O)[O-])n1CCOC(=O)NC(Nc1ccc(F)cc1)C(Cl)(Cl)Cl (stereo not drawn)
-3,5,-1,5,2,10,11,1,2,Clc1ccc(-n2nnnc2-c2cnc3ccccc3c2-c2ccccc2)cc1
-1,4,0,1,-5,10,2,-13,-2,c1ccc(Oc2cc(-n3cncn3)ncn2)cc1
-1,2,-1,3,7,18,-1,-4,1,O=C(N1CCOCC1)N(Cc1ccco1)CC1CCCO1 (stereo not drawn)

# Assay outcomes (PubChem)
